STK33 kinase inh – inhibitors of purified STK33 kinase, primary screen, biochemical, ADP-Glo luminescence, homogeneous, cell-free | Serine/threonine-protein kinase 33 (Homo sapiens), Q9BYT3 | MBP phosphorylation | inhibition, % at 10 µM | hit rate 0.073% among 320,000;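 active means inhibition at or above 25%, using the most active replicate where run in duplicate; inactive means inhibition below 25%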
Target sequence (Q9BYT3 whole entry, looked up): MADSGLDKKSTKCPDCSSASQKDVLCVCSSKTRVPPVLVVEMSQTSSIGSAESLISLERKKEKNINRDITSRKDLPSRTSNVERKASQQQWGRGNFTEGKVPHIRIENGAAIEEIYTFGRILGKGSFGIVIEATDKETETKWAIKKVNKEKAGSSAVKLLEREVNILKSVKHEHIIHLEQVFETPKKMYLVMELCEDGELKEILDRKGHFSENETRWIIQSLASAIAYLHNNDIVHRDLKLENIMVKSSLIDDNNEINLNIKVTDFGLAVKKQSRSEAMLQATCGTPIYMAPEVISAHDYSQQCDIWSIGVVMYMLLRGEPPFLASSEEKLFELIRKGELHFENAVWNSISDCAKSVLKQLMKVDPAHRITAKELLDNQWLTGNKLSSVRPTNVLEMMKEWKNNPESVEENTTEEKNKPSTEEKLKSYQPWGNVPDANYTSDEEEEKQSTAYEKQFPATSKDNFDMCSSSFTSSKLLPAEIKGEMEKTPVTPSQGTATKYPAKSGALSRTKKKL
OX1R FRET antag – antagonists of human orexin 1 receptor (OX1R); OX1R-expressing cells, FRET antagonist read-out; inhibition, % at 6.6 µM; hit rate 1.8% among 330,000; AID 485270, 2010; in the data active means inhibition mostly above about 38%, no sharp cut-off; inactive means mostly below about 40%;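 further: 0% = agonist challenge alone and 100% = reference antagonist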
Target sequence (O43613 whole entry, looked up): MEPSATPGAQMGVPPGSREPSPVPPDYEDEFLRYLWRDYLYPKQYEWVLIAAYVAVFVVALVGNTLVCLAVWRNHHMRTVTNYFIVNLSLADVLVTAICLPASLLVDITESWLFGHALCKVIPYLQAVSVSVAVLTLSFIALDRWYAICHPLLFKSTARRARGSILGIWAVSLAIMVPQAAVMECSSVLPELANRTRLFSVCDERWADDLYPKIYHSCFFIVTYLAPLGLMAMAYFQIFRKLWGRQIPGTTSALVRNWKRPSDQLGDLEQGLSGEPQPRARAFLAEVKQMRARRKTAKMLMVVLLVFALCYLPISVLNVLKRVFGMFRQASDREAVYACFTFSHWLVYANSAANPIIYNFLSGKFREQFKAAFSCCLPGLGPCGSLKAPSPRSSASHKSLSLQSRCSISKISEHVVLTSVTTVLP
* marks the source's active call; other numbers are inactive results; x = not tested or not shown.

SMILES | STK33 kinase inh | OX1R FRET antag
COc1ccc2nc(SCC(=O)NC3CC3)c(C#N)cc2c1 | -1.1 | 14.8
CC(=O)Nc1ccc(Cl)c(C(N)=O)c1 | -1.4 | 2.9
O=C1C=C(N2CCCCCC2)C2(CCCCC2)O1 | -2.2 | 3.8
CCCC1=C(C(=O)OCC)C(c2ccc(NC(C)=O)cc2)NC(=O)N1 (stereo not drawn) | 0.1 | 5.8
O=C(CSc1ccccc1)NN1C(=O)c2ccccc2C1=O | -0.4 | 12.2
CCC(C)C(NC(=O)OCc1ccccc1)C(=O)NCC(c1ccccc1)N(C)C (stereo not drawn) | -1.2 | 13.1
CCOC(=O)N1CCN(C(=O)CCSc2ccc(C)cc2)CC1 | -0.3 | 14.0
CC(=O)N1c2c(cc(Br)cc2S(=O)(=O)NCC2COc3ccccc3O2)CC1C (stereo not drawn) | -0.9 | 15.3
COC(=O)c1ccc(C)c(NC(=S)NCc2ccc(Cl)cc2)c1 | -0.7 | 4.9
CCn1c(CN2CCOCC2)nnc1SCC(=O)Nc1ccc(C)cc1 | -0.7 | 2.0
O=C(NC1CC1)C1CCCN1C(=O)NC1CCCCC1 (stereo not drawn) | x | 11.2
C=C[C@@H]1c2ccccc2N(S(=O)(=O)c2ccc(C)cc2)[C@H](c2ccccc2)C1(C#N)C#N | -0.7 | 9.7
O=C(CSc1cccc[n+]1[O-])Nc1cc(Cl)ccc1[N+](=O)[O-] | -0.2 | 38.3*
O=C(CN1C(=O)CC(c2ccco2)Sc2ccccc21)NCc1ccc2c(c1)OCO2 (stereo not drawn) | 0.4 | 2.6
Cc1onc(-c2ccccc2Cl)c1C(=O)N(C)C1CCCCC1 | -2.0 | 16.5

No new results follow: 4 of the compounds above.
SMILES | STK33 kinase inh | OX1R FRET antag
COC(=O)c1ccc(C)c(NC(=S)NCc2ccc(Cl)cc2)c1 | -0.7 | 4.9
CCn1c(CN2CCOCC2)nnc1SCC(=O)Nc1ccc(C)cc1 | -0.7 | 2.0
O=C(NC1CC1)C1CCCN1C(=O)NC1CCCCC1 (stereo not drawn) | x | 11.2
C=C[C@@H]1c2ccccc2N(S(=O)(=O)c2ccc(C)cc2)[C@H](c2ccccc2)C1(C#N)C#N | -0.7 | 9.7

Following part
SMILES | STK33 kinase inh | OX1R FRET antag
O=C(Nc1ccc2c(c1)OCCO2)N1CCN(c2ccccc2)CC1 | -0.8 | 7.4
Cc1cc(=O)n2[nH]c(COc3ccccc3)nc2n1 | -0.1 | 11.3
COc1cc(C(=O)NC(C)c2ccccc2)ccc1OCC(=O)N1CCOCC1 (stereo not drawn) | 0.5 | 1.7
COc1ccccc1CN1CC(C(=O)NCc2cc(F)cc(C(F)(F)F)c2)CCC1=O (stereo not drawn) | -0.1 | 11.0
CC(C)(C)C(=O)Nc1sc2c(c1-c1nc3ccccc3[nH]1)CCCC2 | 0.1 | 55.8*
O=C(Cn1c(=O)oc2ccccc21)Nc1n[nH]c(=S)s1 | 1.8 | 8.5
COc1cccc(-n2c(SCC(=O)N3CCOCC3)nnc2-c2c[nH]c3ccccc23)c1 | -1.4 | 3.4
CC12CCC(C(=O)NCc3ccc4c(c3)OCO4)(C(=O)C1=O)C2(C)C (stereo not drawn) | 0.0 | 3.3
CCC(=O)OCCNc1cc(SCCC(=O)OC)c2nonc2c1[N+](=O)[O-] | -1.6 | 83.9*
CCN(CC)CCCNC(=O)c1ccccc1NC(=O)C1=CSCCO1 | 2.5 | 5.4
Cc1ccc(Cl)cc1N1CCN(S(=O)(=O)c2ccc3[nH]c(=O)ccc3c2)CC1 | 1.8 | 15.4
O=C(CCCN1C(=O)c2cccnc2Oc2ccc(Cl)cc21)N1CCCCC1 | -1.0 | 43.9
C(=N\Nc1nc(N2CCCC2)nc(N2CCCC2)n1)/c1ccncc1 | -0.2 | 13.2
Cc1cccc(N2CCN(C(=O)c3ccc4c(c3)CCN4S(C)(=O)=O)CC2)c1C | x | 11.3
Cc1cccc(N2CCN(C(=O)COc3ccc4c(c3)CCC4)CC2C)c1 (stereo not drawn) | x | 5.2

2 of the compounds above, with two lines to a compound.
Sequence of screens – STK33 kinase inh, OX1R FRET antag
- C(=N\Nc1nc(N2CCCC2)nc(N2CCCC2)n1)/c1ccncc1
 : -0.2, 13.2
- COC(=O)c1ccc(C)c(NC(=S)NCc2ccc(Cl)cc2)c1
 : -0.7, 4.9

Other entries
SMILES | STK33 kinase inh | OX1R FRET antag
CCC/C(=N\NC(=O)c1ccco1)c1ccc(Cl)s1 | -0.4 | x
Cc1ccc(S(=O)(=O)NNC(=O)CCC(=O)Nc2ccc(C)cc2C)cc1 | -0.3 | 6.4
CS(=O)(=O)N(Cc1ccc(Cl)cc1)c1ccc(C(=O)NCC2CCCO2)cc1 (stereo not drawn) | -1.1 | 15.6
CCOC(CNC(=O)c1cccn2c(=O)c3cc(Cl)ccc3nc12)OCC | 4.2 | 10.5
CCOc1ccc(CN(C)CC(=O)Nc2cccc3ccccc23)cc1OC | -1.6 | 8.2
O=[N+]([O-])c1cccc(C2Nc3cccc4cccc(c34)N2)c1 | -0.6 | 1.7
COc1ccc(N2C(=O)CC(N3CCN(c4nc5ccccc5s4)CC3)C2=O)cc1 (stereo not drawn) | -0.9 | 1.4
CC(C)c1ccc(C(C(=O)NC2CCCCC2)N(C(=O)c2csnn2)C2CC2)cc1 (stereo not drawn) | 0.3 | 22.9
CCOc1cc(N2CCOCC2)c(OCC)cc1NC(=O)COC(=O)COc1ccc(C#N)cc1 | -1.2 | 4.0
CCn1c(SC)nnc1-c1c[nH]c2ccccc12 | 2.3 | 3.8
OC1(c2ccc(Cl)cc2)CCN(Cc2cn[nH]c2-c2ccc(F)cc2)CC1 | -1.2 | -0.6
O=C(Nc1ccc(S(=O)(=O)N2CCCCC2)cc1)c1ccco1 | -1.2 | 7.1
COc1ccc(C(=O)N/C(=C\c2ccc(Cl)cc2)C(=O)NCC2CCCO2)cc1 (stereo not drawn) | 0.3 | 10.9
Cc1ccc(NC(=O)Nc2nnc(-c3ccncc3)s2)cc1 | 2.6 | 17.3
O=C1CSC(=Nc2ccc(O)cc2)N1c1ccc(O)cc1 | -0.6 | 6.9
CC(NC(=O)Cc1ccccc1)C(=O)O (stereo not drawn) | -0.9 | -1.2
CC(C)CN=c1cc(-c2ccccc2)oc2ccc(Cl)cc12 | -0.4 | 36.0
O=C(Nc1cccc2ncccc12)C(Cl)(Cl)Cl | 0.4 | 9.2
COc1cccc(C2c3c(oc4ccccc4c3=O)C(=O)N2c2ccccn2)c1 (stereo not drawn) | -0.8 | 7.7
O=C(Cn1ncc2c([nH]c3ccccc32)c1=O)N1CCN(c2ccccc2F)CC1 | 1.8 | 8.3
Cc1cc(C(=O)Nc2ccccc2C)on1 | 0.1 | 18.8
CCOC(=O)Nc1ccc2c(C)cc(=O)oc2c1 | -0.1 | 10.2
Cc1[nH]c(=O)[nH]c(=O)c1/C=N/NC(=O)[C@H](C)NC(=O)OC(C)(C)C | 0.1 | 19.8
COc1ccc(NC(=O)CSc2nnc(COc3ccccc3)n2Cc2ccco2)cc1OC | -5.6 | 11.0
CCNc1nc(OCCNC(C)=O)nc(N(C)C)n1 | 0.5 | 13.3
Cn1c(=O)n(C)c2cc(S(=O)(=O)Nc3ccccc3)ccc21 | 1.0 | 5.4
O=[N+]([O-])c1cccc(-c2nc(-c3ccccc3)c(-c3cccs3)[nH]2)c1 | 0.9 | 19.5
CN(C)/C=N/c1c(C#N)cnn1-c1ccccc1 | -1.0 | 25.6
O=C(/C=C/c1ccc(Br)cc1)N1CCN(Cc2ccccc2)CC1 | 0.7 | 16.5
CCOC(=O)N1CCN(C(=O)CCC(=O)c2ccc(OCC)cc2)CC1 | -0.9 | 3.9
COc1cc(OC)cc(C(=O)OCC(=O)NCCCc2ccccc2)c1 | -0.3 | -5.0
CCOC(=O)N1CCN(C(=S)Nc2ccc3nc(N4CCN(CC)CC4)cc(C)c3c2)CC1 | -0.6 | 7.1
COC(=O)c1ccc(NC(=O)C(C)N2C(=O)c3ccccc3C2=O)cc1 (stereo not drawn) | -1.3 | 21.8
CC(C)NC(=O)COC(=O)c1ccc(Cl)c(S(N)(=O)=O)c1 | -0.1 | 1.8
O=C(CN1CCCCCC1)Nc1ccccc1C(=O)Nc1ccccc1 | -0.9 | 15.4
COc1ccccc1OCc1ccc(C(=O)NN)o1 | -1.3 | 5.6
CCCCCC(=O)NCc1c(C(F)(F)F)nn(C)c1N1CCOCC1 | -1.0 | 14.6
Cc1cccc(CC(=O)Nc2cc(C)c3c(=O)oc4ccccc4c3n2)c1 | -0.9 | 5.7
O=C1C(=O)c2ccc(-c3ccccc3)cc2-c2ccccc21 | -0.7 | 9.1
Cc1cc(C)nc(N2CCCC(C(=O)NC(C)C)C2)n1 (stereo not drawn) | 1.9 | 17.8
O=C1CC(C(=O)Nc2ccccc2)N=C(N2CCCCC2)N1 (stereo not drawn) | -0.1 | 13.9
COc1ccc(CN2C(=O)c3ccccc3C2C(=O)NC2CCCC2)c(OC)c1 (stereo not drawn) | -0.8 | 5.9
N#C/C(=C\c1ccccc1[N+](=O)[O-])C(=O)NCc1ccccc1 | -1.8 | 7.5
O=C(CCCn1nnc2ccccc2c1=O)N[C@@H](Cc1ccccc1)C(=O)O | 0.1 | 0.0
Cc1c(C(=O)N(CCO)Cc2ccccc2)oc2c(F)cccc12 | 1.6 | 4.0
Cc1cccc(N2CCN(C(=O)c3c(C)nn(Cc4ccccc4Cl)c3C)CC2)c1C | -1.6 | 21.8
c1ccc(-c2cc(-c3nnco3)c3ccccc3n2)nc1 | -2.7 | 37.6
Cn1c(SCC(=O)NCCc2ccccc2)nc2c([nH]c3ccccc32)c1=O | 0.2 | 14.3
COC(=O)c1c(NC(=O)c2ccco2)sc2c1CCN(C(C)=O)C2 | 5.8 | 32.4
Cc1ccc(S(=O)(=O)NCCC(=O)Nc2cc(F)ccc2C)cc1C | -0.8 | 0.3
Cc1cc(C(=O)CSc2nnc(-c3ccc(F)cc3)o2)c(C)n1CC1COc2ccccc2O1 (stereo not drawn) | -1.5 | 17.3
COc1ccc(C(=O)CC(SCC(NC(C)=O)C(=O)O)c2ccc(Cl)cc2)cc1OC (stereo not drawn) | 0.7 | 8.8
C=CCNC(=O)/C(C#N)=C/c1c(N(Cc2ccccc2)Cc2ccccc2)nc2ccccn2c1=O | -0.3 | 24.6
COCC(C)n1c(C)cc(C(=O)COC(=O)/C=C/c2cccc(F)c2)c1C (stereo not drawn) | -2.5 | 10.0
Clc1ccc(-c2cc(CN3CCCCC3)no2)cc1Cl | 1.0 | 16.5
COCCCNC(=O)C[C@H]1C[C@H](C(=O)N2CCCCC2)[C@@]2(C)c3[nH]c4cc(-c5ccco5)ccc4c3CCN2C1=O | x | 12.6
O=C1CSCN1c1cc(Cl)ccc1Cl | 0.5 | 15.4
O=C(Nc1ccccc1)OCCCCCOC(=O)Nc1ccccc1 | -0.9 | 25.5
CCN(CC)CCNC(=O)c1ccc(NC(=O)c2ccc(F)cc2F)cc1 | -0.8 | 27.7
CCOc1ccc(C(=O)c2cc([N+](=O)[O-])ccc2N2CCOCC2)cc1 | 2.3 | 14.1
Other entries:
SMILES | STK33 kinase inh | OX1R FRET antag
Cn1cnc([N+](=O)[O-])c1Sc1nnc(-c2cccnc2)n1C | 3.4 | x
CC(C)(C)C(=O)Nc1cccc(OC(F)(F)C(F)Cl)c1 (stereo not drawn) | 2.0 | 19.8
CCOC(=O)C1=C(CS(=O)(=O)c2ccc(C)cc2)NC(=O)NC1c1ccc(O)c(OC)c1 (stereo not drawn) | 0.3 | 4.8
CCOc1ccc(CN(C)Cc2cc(=O)oc3cc(C)c(Cl)cc23)cc1 | 0.3 | 2.7
CCSc1nc2ccccc2n1S(=O)(=O)c1ccccc1 | -0.2 | 8.2
O=C1c2ccccc2NC2(CCCCC2)N1N=C1CCCCC1 | 0.1 | 6.5
CC1=Nc2cc(C(=O)O)ccc2Sc2ccc(C)cc21 | 0.9 | 8.2
CCC1Oc2ccccc2C(=O)N(CC(=O)c2ccc3c(c2)OCCO3)C1=O (stereo not drawn) | 0.3 | 6.8
O=C(NC(=S)NCc1cccnc1)c1ccccc1 | -0.3 | 17.8
CC1(C)CC(=O)C(C=NCCN2CCN(C3CC(=O)N(c4ccc(F)cc4)C3=O)CC2)=C(O)C1 (stereo not drawn) | -2.5 | 5.3
O=C(CSc1nnc2ccccn12)NNC(=O)c1ccccc1 | -1.4 | 10.0
COc1cc(/C=N/NC(=O)CCOc2ccccc2C)cc(Br)c1O | 0.0 | 18.7
COc1ccc(OCC(NS(=O)(=O)c2ccc(-n3cnnn3)cc2)C(C)C)cc1 (stereo not drawn) | -0.5 | 20.8
COc1ccccc1-c1c(C(F)(F)F)oc2cc(OC(=O)c3cccc([N+](=O)[O-])c3C)ccc2c1=O | -0.9 | 7.0
COc1cc(NC(=O)C(=O)NCCN(C)C)c(OC)cc1Cl | 0.4 | 13.3

In the list so far, these have a cyano group.
SMILES | STK33 kinase inh | OX1R FRET antag
COc1ccc2nc(SCC(=O)NC3CC3)c(C#N)cc2c1 | -1.1 | 14.8
C=C[C@@H]1c2ccccc2N(S(=O)(=O)c2ccc(C)cc2)[C@H](c2ccccc2)C1(C#N)C#N | -0.7 | 9.7
CCOc1cc(N2CCOCC2)c(OCC)cc1NC(=O)COC(=O)COc1ccc(C#N)cc1 | -1.2 | 4.0
CN(C)/C=N/c1c(C#N)cnn1-c1ccccc1 | -1.0 | 25.6
N#C/C(=C\c1ccccc1[N+](=O)[O-])C(=O)NCc1ccccc1 | -1.8 | 7.5
C=CCNC(=O)/C(C#N)=C/c1c(N(Cc2ccccc2)Cc2ccccc2)nc2ccccn2c1=O | -0.3 | 24.6

The list goes on:
SMILES | STK33 kinase inh | OX1R FRET antag
Cc1cc(-c2nsc(=O)o2)c(S(C)(=O)=O)s1 | -1.3 | 13.1
Cc1cccn2c(=O)c3cc(C#N)c(=NC(=O)c4ccco4)n(Cc4ccco4)c3nc12 | 0.1 | 25.9
Cc1cc(C)n(Cc2cccc(C(=O)N/N=C/c3ccncc3)c2)n1 | 0.1 | 30.6
CN(C)S(=O)(=O)c1cccc(NC(=O)CCSc2ccc(Cl)cc2)c1 | 0.1 | 7.8
CCCNC(=O)c1nc2ncc(Br)cn2n1 | -0.6 | 21.1

Assay outcomes (PubChem BioAssay)
